# Screening data deposited in PubChem by several laboratories.
# LYP phosphatase: inhibitors of LYP phosphatase, biochemical, fluorescence intensity, uHTS (AID 1779); recombinant LYP phosphatase, fluorescence intensity; higher % means a stronger effect; 290,000 compounds, 0.054% hits; inhibition, % at 11.5 µM, or IC50 in µM where a hit was titrated; in the data active = inhibition above about 50%;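 note: plate controls were vehicle with enzyme for no effect and no enzyme for full effect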
# SIAH1 antagonists: Siah-1 peptide-binding antagonists, primary screen, biochemical, fluorescence polarization, rhodamine-plectin, uHTS (AID 1817); Siah-1 / rhodamine-plectin peptide fluorescence polarization; higher % means a stronger effect; displacement, % at 20 µM; hits with a dose series show IC50 in µM; 290,000 compounds, 0.02% hits;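 active = displacement of at least 50% at 20 µM, with a fluorescence ratio check between 0.3 and a set limit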;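 note: plate controls were Siah plus tracer with DMSO for no effect and tracer alone without Siah for full effect; strong numbers were not always called active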
# HIV peptide binding: inhibitors of HIV fusion peptide binding, primary screen, biochemical, uHTS, fluorescence dequenching (AID 1986) | cell-free peptide binding, fluorescence dequenching, 30 min; higher % means a stronger effect | inhibition, % at 20 µM, or IC50 in µM where a hit was titrated | 290,000 compounds, 0.3% hits; in the data active = inhibition mostly above about 52%, no sharp cut-off; inactive = mostly below about 76%; note: some results filed as inactive read as strong as hits
# RSV CPE inhibition: RSV antiviral activity via CPE protection, HEp-2 cells, primary 10 µM value included (AID 2391); CPE inhibition, % at 10 µM; hits with a dose series show IC50 in µM; HEp-2 cells, RSV-induced CPE inhibition; higher % means a stronger effect; 310,000 compounds, 0.13% hits; in the data active = a potency from the dose series; inconclusive = CPE inhibition mostly from about 23% at the one dose, without a potency; inactive = the rest, 99 in 100 with CPE inhibition below about 21%; note: strong numbers were not always called active
# XIAP antagonists: XIAP antagonists, biochemical, IAP family, fluorescence polarization (AID 1018). displacement, % at 20 µM, or IC50 in µM where a hit was titrated. XIAP BIR domain, fluorescence polarization peptide displacement; higher % means a stronger effect. 200,000 compounds, 0.007% hits; in the data active = displacement above about 50%; note: a part of the inactive calls stands beside numbers as strong as those of hits
# Large T inhibition: SV40 large T antigen inhibitors, biochemical (AID 1903) | SV40 large T antigen ATPase/helicase inhibition assay; higher % means a stronger effect | inhibition, % at 20 µM, or IC50 in µM where a hit was titrated | 310,000 compounds, 0.39% hits; in the data active = a potency from the dose series; inconclusive = inhibition mostly from about 32% at the one dose, without a potency; inactive = the rest, 99 in 100 with inhibition below about 32%; note: strong numbers were not always called active
# Rac1 GTP hydrolysis: MgcRacGAP GTPase-activating activity inhibitors, confirmation, biochemical, ADP Hunter fluorescence; MgcRacGAP-stimulated Rac1 GTP hydrolysis, ADP Hunter fluorescence; higher % means a stronger effect; GST-tagged Rac1 F28L mutant substrate; 340,000 compounds, 0.6% hits; inhibition, % at 30 µM, or IC50 in µM where a hit was titrated;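 active = first-screen hits whose inhibition reached a set limit at any dose in the follow-up dose series; inconclusive = inhibition above the set first-screen limit but never retested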;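 note: fluorescence reports GDP produced by GAP-driven GTP hydrolysis; strong numbers were not always called active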
# AID2073: inhibitors of Mint1-CaV2.2 protein interaction, biochemical, HTRF (AID 2073); HTRF protein-protein interaction, Mint1-CaV2.2; higher % means a stronger effect; inhibition, % at 20 µM, or IC50 in µM where a hit was titrated; 290,000 compounds, 0.19% hits; in the data active = inhibition mostly above about 51%, no sharp cut-off; inconclusive = no clear call, values can overlap the other calls; inactive = mostly below about 53%; note: some results filed as inactive read as strong as hits
# NS5 inhibitors: flavivirus cap methylation enzyme inhibition – biochemical, confirmation dose response, primary screen (AID 588689); 340,000 compounds, 0.3% hits; Dengue-2 NS5 methyltransferase capping enzyme assay, biochemical; higher % means a stronger effect; one-dose inhibition, % at 25 µM; IC50 in µM for titrated hits; in the data active = a potency from the dose series; inconclusive = inhibition above about 29% without an active follow-up result
# NS5 inhibitors pilot replicate: second read-out of NS5 inhibitors, no call of its own (marks repeat the call); inhibition, %; measured here: pilot screen replicate inhibition
# Starred values were filed as active, the others as inactive; ? = inconclusive; / = not tested or not shown. An unsorted share of the library (roughly 1.7% active in at least one column).
SMILES,LYP phosphatase,SIAH1 antagonists,HIV peptide binding,RSV CPE inhibition,XIAP antagonists,Large T inhibition,Rac1 GTP hydrolysis,AID2073,NS5 inhibitors,others
CCCCCCn1c(CN2CCCC(C)C2)nc2c1c(=O)n(C)c(=O)n2C (stereo not drawn),-5%,3%,-0.2%,0.8%,-6.0%,0%,7%,10%,-7%,
O=C(NNC(=S)Nc1ccccc1)NNC(=S)Nc1ccccc1,-5%,4%,-3.3%,-0.5%,-6.7%,9%,11%,3%,-1%,
Cc1ccc(S(=O)(=O)N2CCCCC2)cc1C(=O)N(C)CC(=O)Nc1ccc(Cl)c(C(F)(F)F)c1,1%,2%,1.9%,2.2%,/,5%,4%,-4%,1%,
CCOC(=O)N1CCN(S(=O)(=O)c2ccc3c(c2)CCN3C(=O)C2CCC2)CC1,-2%,1%,1.0%,3.9%,-6.3%,-1%,8%,-5%,0%,
Cc1ccc(NC(=O)CN(C)CC(=O)Nc2ccc(N3CCOCC3)cc2)c(C)c1,-8%,-5%,-3.2%,1.9%,-0.7%,6%,6%,-34%,5%,
CCOC(=O)c1sc(NC(=O)c2ccoc2C)c(C(N)=O)c1C,-10%,-2%,-0.6%,0.5%,/,17%,9%,22%,-7%,
CC(C)C(=O)Nc1ccc(C(=O)NNC(=O)NC2CCCCC2)cc1,-8%,-1%,0.7%,-0.4%,-4.5%,4%,7%,0%,2%,
CC(=O)Nc1cccc(C(=O)NC(C)c2ccc(S(N)(=O)=O)cc2)c1 (stereo not drawn),-8%,6%,2.5%,0.8%,-9.3%,3%,11%,4%,3%,
COc1ccc(CCc2nnc(CCC(=O)NCc3cc(C(C)C)no3)o2)cc1,-7%,3%,0.3%,0.6%,-5.6%,7%,5%,-3%,-8%,
COc1ccccc1CNC(=O)c1cc(C)nc2ccccc12,-5%,1%,-0.8%,-1.0%,/,3%,3%,3%,-2%,
CC(=O)Nc1ccc2nc(SCC(=O)O)sc2c1,-6%,1%,4.0%,-0.3%,-5.3%,9%,11%,2%,2%,
CC(C)c1ccc(OCc2ccc(C(=O)NN3CCN(C)CC3)o2)cc1,4%,-4%,-1.2%,1.0%,-11%,-4%,8%,-9%,-3%,
CCn1cnc2c1c(=O)n(Cc1cccc(Br)c1)c(=O)n2Cc1ccccc1,-3%,-4%,-0.7%,?,/,1%,5%,11%,-11%,
C/C(NC(=O)c1cccs1)=C1\C(=O)C[C@@H]2[C@H]1C2(C)C,-7%,6%,0.4%,10%,-12%,3%,14%,1%,-2%,
Cc1nc2sc(C(c3cccc(F)c3)N3CCCC(C)C3)c(O)n2n1 (stereo not drawn),1%,-1%,0.0%,1.0%,2.0%,1%,9%,-2%,-2%,
CC1=NCCN1CCNC(=O)Nc1ccc(C(C)(C)C)cc1,0%,5%,0.4%,1.0%,/,9%,/,2%,/,
COc1ccccc1NC(=O)c1ccc(NC(=O)COC(=O)C2(C)CC2(Cl)Cl)cc1 (stereo not drawn),-4%,0%,-0.5%,4.4%,-1.4%,7%,5%,22%,-3%,
CCn1c(-c2ccc(C(C)(C)C)cc2)n[nH]c1=S,-2%,4%,0.4%,8.6%,-5.2%,5%,17%,-23%,-8%,
Cc1ccc([N+](=O)[O-])cc1N(CC(=O)NCC1CCCO1)S(C)(=O)=O (stereo not drawn),-12%,-7%,-1.1%,-0.8%,-15%,4%,8%,3%,-8%,
O=C(Cc1ccsc1)NCc1ccccc1F,-8%,-3%,-1.1%,2.2%,/,6%,12%,8%,1%,
COc1ccc(OC)c2sc(NC(=O)CCSc3ccccc3)nc12,1%,-4%,-1.1%,3.4%,-7.0%,5%,4%,12%,-1%,
Fc1ccc(Nc2ccc(-c3ccc(F)cc3)nn2)cc1,-4%,-4%,-0.2%,6.1%,-4.9%,5%,0%,12%,-2%,
CCOC(=O)Cc1csc(SCC(=O)/C(C#N)=C(\C)N)n1,-7%,-5%,0.5%,1.2%,-2.2%,2%,7%,-11%,-5%,
CCC(C)Nc1nc(OC(C(F)(F)F)C(F)(F)F)nc(OC(C(F)(F)F)C(F)(F)F)n1 (stereo not drawn),-7%,-5%,-0.6%,-0.8%,-6.8%,13%,5%,9%,4%,
CC(C)(C)c1ccc(S(=O)(=O)N2CC(=O)Nc3ccccc32)cc1,-8%,-3%,1.7%,-0.3%,-4.5%,5%,15%,0%,-4%,NS5 inhibitors pilot replicate=-0.6
# (more compounds)
SMILES,LYP phosphatase,SIAH1 antagonists,HIV peptide binding,RSV CPE inhibition,XIAP antagonists,Large T inhibition,Rac1 GTP hydrolysis,AID2073,NS5 inhibitors,others
Cc1cc(C)n(CC(O)COc2ccccc2)n1 (stereo not drawn),-9%,0%,1.2%,1.0%,-1.7%,18%,1%,1%,1%,
COc1ccc(CNC(=O)[C@@H](NC(=O)C2CCN(C(=O)[C@@H](N)CCSC)CC2)C(C)C)cc1,-8%,-1%,0.7%,/,/,-2%,3%,0%,-7%,
CC(=O)c1ccc(NC(=O)CSc2nnc(Cc3cccn3C)n2-c2ccc(F)cc2)cc1,-2%,-1%,0.3%,-0.1%,-10%,15%,6%,3%,-6%,
Cc1nccn1C[C@@H]1CCc2c(c3ccccc3n2C)C1=O,-12%,-1%,0.6%,-1.1%,/,7%,2%,0%,-7%,
Cc1ccc(Nc2c(-c3ccccn3)nc3cc(C)ccn23)cc1,0%,-11%,0.3%,9.4%,-0.1%,?,?,50%*,4%,
O=C(NCCCN1CCOCC1)C(=O)N/N=C/c1ccccc1Cl,-8%,-6%,0.9%,1.9%,/,9%,7%,4%,-1%,
Cc1ccc(S(=O)(=O)Nc2ccc3c(c2)nc(C)n3C)cc1,-6%,-3%,-0.7%,8.3%,/,23%,8%,-5%,5%,
Cc1ccc(S(=O)(=O)N2CCCN(S(=O)(=O)c3ccc(C(F)(F)F)cc3)CC2)cc1,3%,6%,4.2%,3.2%,-2.8%,10%,7%,10%,-11%,
CCOC(=O)c1sc(-c2ccc(C)cc2)c(C#N)c1C,7%,6%,0.1%,0.9%,-4.5%,7%,15%,-29%,-7%,
Cc1ccccc1C(=O)Nc1ccccc1C(=O)NCc1ccccc1,3%,3%,-0.4%,2.9%,-0.5%,6%,5%,28%,-12%,
COc1ccc(/C(N)=N/OC(=O)c2cc(-c3ccccc3)nc3ccccc23)cc1,2%,1%,-3.1%,1.6%,-15%,0%,2%,2%,-2%,NS5 inhibitors pilot replicate=2.1
Cc1nc(C)c(-c2csc(Nc3cccc(O)c3)n2)s1,-4%,8%,-0.1%,8.0%,-6.7%,28%,19%,-13%,-7%,
O=C(NCCC1CCCCN1S(=O)(=O)c1ccccc1)C(=O)NCc1ccccn1 (stereo not drawn),/,/,/,-0.9%,/,4%,5%,/,-8%,
COc1ccc(CCn2c(-c3ccncc3)n[nH]c2=S)cc1OC,-3%,4%,-0.8%,0.1%,-3.9%,12%,11%,14%,1%,
COCCCNC(=O)CS(=O)(=O)Cc1nc(-c2cccc(OC)c2)oc1C,-6%,3%,-0.1%,3.6%,-2.8%,2%,6%,20%,-3%,NS5 inhibitors pilot replicate=-2.1
O=C(Nc1ccc(Cl)cc1)/C(=C/c1ccc([N+](=O)[O-])cc1)c1nc2ccccc2s1,9%,-3%,0.9%,/,-2.7%,8%,/,19%,/,
COc1ccc(-n2c(Cc3cccn3C)nnc2SCC(=O)Nc2cccc(F)c2)cc1,-2%,-2%,1.8%,1.2%,-10%,-2%,-2%,-9%,-2%,
Nn1c(SCC(=O)Nc2ccc(S(N)(=O)=O)cc2)nnc1-c1ccco1,-10%,4%,0.8%,0.7%,/,14%,10%,16%,2%,
CCOc1ccc(NC(=S)NC(=O)c2c(Cl)c(C)nn2C)c([N+](=O)[O-])c1,0%,-6%,-2.4%,0.9%,1.2%,17%,9%,-1%,6%,
CCOc1cc(C)c(C(C)C)cc1S(=O)(=O)NCc1ccccn1,5%,7%,1.0%,1.0%,-2.6%,6%,0%,8%,-10%,NS5 inhibitors pilot replicate=-3.2
O=C(/C=C/c1cn(-c2ccccc2)nc1-c1ccc2c(c1)OCCO2)NCCCN1CCOCC1,-5%,-3%,1.1%,-3.4%,-3.0%,10%,7%,25%,-10%,
CCOC(=O)C1(Cc2ccccc2C)CCCN(C(=O)c2ccc(OC)o2)C1 (stereo not drawn),-7%,-3%,2.0%,3.5%,/,6%,3%,4%,-5%,
COc1ccccc1-n1cnnc1SCC(=O)c1c[nH]c2ccccc12,-5%,-1%,-0.8%,2.3%,-6.0%,10%,2%,-4%,-6%,
CC(/C=N/NC(=O)CCn1nnc2ccccc21)=C\c1ccccc1,-3%,4%,-1.9%,1.2%,0.6%,5%,2%,1%,-1%,

# Among those listed so far, 4 have a furan ring, fused or not:
SMILES,LYP phosphatase,SIAH1 antagonists,HIV peptide binding,RSV CPE inhibition,XIAP antagonists,Large T inhibition,Rac1 GTP hydrolysis,AID2073,NS5 inhibitors,others
CCOC(=O)c1sc(NC(=O)c2ccoc2C)c(C(N)=O)c1C,-10%,-2%,-0.6%,0.5%,/,17%,9%,22%,-7%,
CC(C)c1ccc(OCc2ccc(C(=O)NN3CCN(C)CC3)o2)cc1,4%,-4%,-1.2%,1.0%,-11%,-4%,8%,-9%,-3%,
Nn1c(SCC(=O)Nc2ccc(S(N)(=O)=O)cc2)nnc1-c1ccco1,-10%,4%,0.8%,0.7%,/,14%,10%,16%,2%,
CCOC(=O)C1(Cc2ccccc2C)CCCN(C(=O)c2ccc(OC)o2)C1 (stereo not drawn),-7%,-3%,2.0%,3.5%,/,6%,3%,4%,-5%,

# Among those listed so far, these contain a cyano group:
SMILES,LYP phosphatase,SIAH1 antagonists,HIV peptide binding,RSV CPE inhibition,XIAP antagonists,Large T inhibition,Rac1 GTP hydrolysis,AID2073,NS5 inhibitors,others
CCOC(=O)Cc1csc(SCC(=O)/C(C#N)=C(\C)N)n1,-7%,-5%,0.5%,1.2%,-2.2%,2%,7%,-11%,-5%,
CCOC(=O)c1sc(-c2ccc(C)cc2)c(C#N)c1C,7%,6%,0.1%,0.9%,-4.5%,7%,15%,-29%,-7%,
